High-throughput results (PubChem)
IMPase inh – cell-permeable inhibitors of inositol monophosphatase (IMPase); P97697; CHO-M1 cells, IP1 accumulation, HTRF TR-FRET ratio; inhibition (IP1 accumulation), % at 46.1 µM; 120,000 tested, under 10 active; AID 901; active = well fitted curve in the direction sought with a large enough effect in the signal ratio, not every such curve was filed as active; inconclusive = small, poorly fitted or top-dose-only effect, or a change in a side signal; inactive = no such curve, though single readings can be large or run the other way; the % refers to the signal ratio;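 note: cells stimulated with carbachol in lithium chloride buffer; plate controls were DMSO basal wells for no effect and reference inhibitor wells for full effect; higher means more IMPase inhibition seen as more IP1 and lower FRET ratio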
Target sequence (P97697 whole entry, looked up): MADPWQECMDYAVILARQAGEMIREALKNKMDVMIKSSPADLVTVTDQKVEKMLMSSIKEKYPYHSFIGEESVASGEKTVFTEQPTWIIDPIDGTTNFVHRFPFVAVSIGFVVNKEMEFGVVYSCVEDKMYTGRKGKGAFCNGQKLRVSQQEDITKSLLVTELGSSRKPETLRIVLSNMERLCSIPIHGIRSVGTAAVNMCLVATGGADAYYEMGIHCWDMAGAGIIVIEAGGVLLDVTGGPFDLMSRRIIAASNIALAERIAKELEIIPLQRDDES
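Cellular IMPase inhibition is scored as a rise in cytosolic IP1, detected by competitive TR-FRET between d2-labelled IP1 and a europium anti-IP1 antibody. M1-expressing CHO cells were stimulated with carbachol for 30 min at 37C, with lithium (50 mM LiCl) present in the buffer.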
ALOX12 inhib – inhibitors of human 12-lipoxygenase (ALOX12). P18054. purified 12-hLO, xylenol orange hydroperoxide absorbance. Potency, µM (doses to about 57.1 µM), inactives show top-dose activity change, negative = inhibition, actives largely listed as inhibitors. 0.12% of 150,000 active. AID 1452; note: potency is the fitted concentration of half-maximal effect; nearly all actives have a fitted effect of over 55% in size; many of its hits are not listed in these tables
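150 nM 12hLO, 25 mM Hepes pH 7.0 + 0.01% Triton X-100; cpd preinc 15 min RT; 40 uM arachidonic acid, 30 min RT; Fe-XO 30 min; A573/A405 ratio as read-out.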
ALOX15B inhib – inhibitors of human 15-lipoxygenase 2 (ALOX15B); 0.56% of 110,000 active; purified 15hLO-2, xylenol orange hydroperoxide absorbance; O15296; Potency, µM (highest dose often 57.1 µM), for inactives: at the top dose activity change, negative = inhibition, most hits filed as inhibitors; note: potency is the fitted concentration of half-maximal effect; nearly all actives have a fitted effect of over 60% in size; many of its hits are not listed in these tables
Target sequence (O15296 whole entry, looked up): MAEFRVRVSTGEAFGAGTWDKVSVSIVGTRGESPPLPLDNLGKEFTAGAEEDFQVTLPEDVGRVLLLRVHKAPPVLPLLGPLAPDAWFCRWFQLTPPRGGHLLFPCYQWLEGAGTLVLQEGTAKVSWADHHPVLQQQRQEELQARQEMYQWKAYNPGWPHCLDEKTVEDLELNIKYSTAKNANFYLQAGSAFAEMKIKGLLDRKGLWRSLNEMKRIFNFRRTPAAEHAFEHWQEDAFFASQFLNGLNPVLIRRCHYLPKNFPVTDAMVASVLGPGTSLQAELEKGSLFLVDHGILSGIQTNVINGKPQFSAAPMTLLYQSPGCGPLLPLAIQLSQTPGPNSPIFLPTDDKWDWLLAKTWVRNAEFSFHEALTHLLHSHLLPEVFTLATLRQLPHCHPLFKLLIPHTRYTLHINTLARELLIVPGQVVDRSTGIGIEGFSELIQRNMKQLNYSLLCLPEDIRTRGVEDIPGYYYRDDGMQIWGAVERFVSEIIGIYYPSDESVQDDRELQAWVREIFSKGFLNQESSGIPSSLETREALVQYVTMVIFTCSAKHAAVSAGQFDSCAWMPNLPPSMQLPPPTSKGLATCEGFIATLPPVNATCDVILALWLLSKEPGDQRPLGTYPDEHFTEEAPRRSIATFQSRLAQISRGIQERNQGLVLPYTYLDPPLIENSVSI
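Screening format was qHTS against 50 nM purified 15hLO-2 in Hepes pH 7.5 with detergent. Activity follows hydroperoxide formation from 45 uM arachidonic acid, measured as 573:405 nm absorbance ratio of the ferric-xylenol orange complex.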
PNC assembly inh – perinucleolar compartment assembly inhibition; PC3M PTB-GFP, PNC prevalence imaging, 16 h; hits give low values; activity change (PNC), negative = inhibition, % at 10 µM; AID 2417; 3.1% of 140,000 active;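 active = readout at or below -70, meaning at least 70% loss of cells showing the perinucleolar compartment, a nuclear body marking cancer cells; inconclusive = readout between -30 and a set limit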;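 note: plate controls were DMSO wells for no effect and camptothecin positive control wells for full effect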
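Compounds are pinned in duplicate onto adhered PC3M cells stably expressing GFP-tagged PTB and incubated 16 h at 37 C. Cells are then fixed, nuclei stained with Hoechst, and PNC-positive cells counted.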
The depositor's hits bear a star; ? = inconclusive; · = not tested or not shown; & = joins results of further samples; [ ] = dose if it differs, or a comment. Unless noted, calls come from the whole dose curve; as a rule, active = well fitted curve in the direction sought with a large enough effect; inconclusive = small, poorly fitted or top-dose-only effect, or another doubt; inactive = no such curve, though single readings can be large; an effect the other way counts as inactive or inconclusive. Unless noted, % is set by controls: 0 for no effect and ±100 for the full control effect.

IMPase inh,ALOX12 inhib,ALOX15B inhib,PNC assembly inh,molecule
-6,-6%,0%,18,O=C(Oc1ccc(Cl)cc1N1C(=O)CCC1=O)c1ccco1
-1,-2%,-5%,?,CCCCSc1nnc(C)c(=O)[nH]1
-10,-1%,·,20,CCOc1c(OC)cccc1C1CC(=O)Nc2cc(OC)c(OC)cc21 (stereo not drawn)
?,1%,1%[11.4 µM],27,CCc1ccc2c(c1)cc(CN(C(=S)Nc1ccccc1Cl)C1CC1)c1nnnn12
·,-1%[11.4 µM],10%[11.4 µM],·,N=C(N)SCCCN
4,?,·,21,CCOc1ccc(C2Nc3cccc4cccc(c34)N2)cc1OC
·,-5%&3%[11.4 µM],1%&-5%[11.4 µM],·,O=C(O)C1=C/C(=C(/c2ccccc2)c2cc(C(=O)O)c(O)c3ccccc23)c2ccccc2C1=O
1,4%,19%,7,Cc1ccc(S(=O)(=O)N(CCCN2CCCC2=O)Cc2cc3c(C)ccc(C)c3[nH]c2=O)cc1
?,-5%,·,6,COC(=O)C(O)(CC(=O)Nc1cc(Cl)ccc1Cl)C(F)(F)F (stereo not drawn)
6,-5%,9%,?,COc1ccc(-n2c(SCC(=O)NC3CCCCC3)nc3ccsc3c2=O)cc1
22,-3%,-8%,-82*,Cc1ccccc1NC(=O)/C(C#N)=C\c1cccnc1
-2,9%,-7%,7,COc1ccc(NC(=O)C2(c3ccc(NC(=O)c4ccc(C)cc4)cc3)CCCC2)cc1
8,-11%,16%,34,Cc1nn(Cc2ccccc2)c(C)c1NC(=O)c1noc2c1CCc1ccccc1-2
3[1.84 µM],7%,-14%[11.4 µM],9,CC1CN(Cc2cc(=O)[nH]c(C3CC3)n2)CC(C)O1 (stereo not drawn)
·,1%,0%,·,CCC1=C2CC[C@H]3C(=O)NC(=O)[C@H]3[C@H]2[C@@]2(Cc3ccccc3)C(=NCC(=O)OC)OC(=O)N2C1=O
·,-5%,0%,·,C[C@@H](C(=O)Nc1ccc2ccccc2c1)[C@H]1C[C@]1(C)[C@H](NC(=O)Oc1ccc(F)cc1)c1ccccc1
·,-2%,·,?,CN1CCN(NC(=O)c2cccc(Br)c2)CC1
8,-7%,9%,?,CCOC(=O)c1ccc(Nc2cc(C)nc(-c3ccccc3O)n2)cc1
·,-1%,-3%,·,CCC1=C(OC(=O)N(CC)CC)N2C(=O)OC(=NCC(=O)OC)[C@]2(Cc2ccccc2)[C@H]2C1=CC[C@H]1C(=O)N(CC(=O)OC)C(=O)[C@H]12
-2,3%,-25%,47,CC(=O)Nc1ccc(NC(=O)Cn2c(-c3ccc(F)cc3)cnc2SCC(=O)Nc2c(C)cccc2C)cc1
·,1%,·,32,Cc1ccc(-c2nc(CSc3nc4ccccc4c(=O)n3C)cs2)cc1
-4,1%,0%,?,CCCNS(=O)(=O)c1ccc(OC)c(Cl)c1Cl
0,2%,2%[2.29 µM],-2,COc1ccc(NC(=O)CCS(=O)(=O)c2ccc(OC)cc2)cc1
·,-6%,?,·,CN1CCc2cccc3c2C1Cc1ccc(O)c(O)c1-3 (stereo not drawn)
-9,0%,-2%,-3,Oc1ccc(-c2nc3ccccn3c2NCc2ccco2)cc1
-4,-4%,6%,26,CCc1nn2cc(-c3ccccc3)nc2s1
3,1%,4%,13,Cc1cc(C)n(-c2ccc(C(=O)OCC(=O)Nc3ccc(Cl)c(S(=O)(=O)N(C)C)c3)cc2)n1
·,0%,·,-14,CC1=[N+](C)N(c2ccccc2)C(=O)C1N=Cc1ccccc1Cl (stereo not drawn)
1,-3%,0%,27,Cc1cccc(NC(=O)CCN2CC(C)OC(C)C2)c1 (stereo not drawn)
-3,-4%,7%,1,CCOC(=O)c1cccc(NC(=O)CCc2nc(-c3ccc(C)cc3)no2)c1
-4,0%,-3%,32,Cc1cccc(N2CCN(C(=O)C3CCN(S(=O)(=O)c4cnc[nH]4)CC3)CC2)c1C
·,-1%,·,-83*,COc1ccc(C(=O)COC(=O)COc2ccc(C)c(C)c2)cc1
-8[1.84 µM],-3%,8%[11.4 µM],-25,CCS(=O)(=O)N1CCN(Cc2ccccc2OC)CC1
3,-2%,9%,?,CC1CN(Cc2ccc(C#N)cc2Cl)CC(C)O1 (stereo not drawn)
1,-22%,-9%,-10,Cc1ccc(/C=N/NC(=O)Cc2c[nH]c3ccccc23)c(C)c1
2,3%,-1%,?,O=C(CCSCCC(=O)NCc1cccs1)NCc1cccs1

Structures above containing a furan ring, fused or not, in the order listed:
IMPase inh,ALOX12 inhib,ALOX15B inhib,PNC assembly inh,molecule
-6,-6%,0%,18,O=C(Oc1ccc(Cl)cc1N1C(=O)CCC1=O)c1ccco1
-9,0%,-2%,-3,Oc1ccc(-c2nc3ccccn3c2NCc2ccco2)cc1

Next compounds follow.
IMPase inh,ALOX12 inhib,ALOX15B inhib,PNC assembly inh,molecule
-27,5%,?,12,CCn1c(SC(=O)NC2CCCCC2)nnc1-c1cccs1
7,0%,-5%,27,CC(=O)CCc1c(C)c2cc(C)ccc2[nH]c1=O
11,1%,-9%,?,CCn1c(=O)c([N+](=O)[O-])c(NCCc2ccccc2)c2ccccc21
?,-4%,5%,-24,CCOC(=O)CSc1nc(-c2ccccc2)nc2ccc(F)cc12
10,-12%,-8%,0,COc1ccc(NC(=O)c2cc3c(-c4ccc(OC)c(OC)c4)nn(C)c3s2)cc1OC
·,-3%,·,-9,CC12CCC(O)CC1=CCC1C2CCC2(C)C1CCC21CCC(=O)O1 (stereo not drawn)
3,-5%,·,?,Cc1cccc(C)c1NC(=O)/C(C#N)=C/c1ccsc1
5,-9%,9%,21,O=C(c1ccc(S(=O)(=O)N2CCCCC2)cc1)N1CCN=C1SCc1cccnc1
2,-5%,-5%,?,O=C(OCC(=O)N1CCN(C(=O)c2ccco2)CC1)c1ccccc1OCc1ccc(Cl)cc1
·,1%,·,33,CCOC(=O)CC(NC(C)=O)c1ccc([N+](=O)[O-])cc1 (stereo not drawn)
11,-6%,-4%,13,CCN(CC)C(=O)C(Sc1ccccc1)c1ccccc1 (stereo not drawn)
-10,-1%,-12%,?,Cc1ccc(-n2c3c(cc(C(=O)NC4CCSC4=O)c2=O)C(=O)CCC3)cc1 (stereo not drawn)
15,-27%,·,-26,O=C(Oc1c(Cl)cc(Cl)c2cccnc12)c1cccs1
·,3%,·,10,CCC(=O)N=c1sc2cc([N+](=O)[O-])ccc2n1CCOC
-6,-2%,·,?,Cc1cccc(NC(=O)CSc2ccc(-c3ccc4c(c3)OCO4)nn2)c1C
-7,3%,0%,?,CCOC(=O)CNC(=O)c1c(C)nn(-c2ccccc2)c1Cl
·,1%,-3%,·,C[C@]12CCC(=O)C=C1CCC1C2C(=O)C[C@]2(C)C1CC[C@]2(O)C(=O)CO (stereo partly drawn)
·,3%,3%,·,CC(=O)O[C@](C)(CCC=C(C)C)C1CC=C(C)CC1 (stereo partly drawn)
1,-3%,-17%,?,CCCCCCn1c(=O)c(-c2ccccc2)c(O)c2ccccc21
-5,4%,-6%,-20,O=C(CSc1nc(-c2ccccc2)cs1)Nc1nccs1
1,4%,·,?,CC(OC(=O)c1ccc(Cl)c(S(=O)(=O)N2CCc3ccccc32)c1)C(=O)Nc1ncc(Cl)cc1Cl (stereo not drawn)
4,0%,-15%,1,C=CCN1C(=O)CN=C1Nc1cccc(C)c1
-7,-8%,5%,26,CCN(Cc1ccncc1)C(=O)c1cccc(S(=O)(=O)N2CCOCC2)c1
4,-18%,9%[2.29 µM],8,COc1ccc(N2CCC(CNS(=O)(=O)c3cccc(C(F)(F)F)c3)C2)cc1 (stereo not drawn)
3,-5%,6%,18,CC1=C2C(CCS2(=O)=O)CC2(C1)C(=O)OC(C)(C)OC2=O (stereo not drawn)
1,-6%,1%,3,Cc1cc(Nc2ccc(Cl)cc2)n2nnnc2n1
0,-4%,4%,-81*,COc1nc(Nc2ccc(OC)c(Cl)c2)nc(OC)n1
-9,-4%,·,-12,O=C(CSCc1ccc([N+](=O)[O-])cc1)Nc1ccc(S(=O)(=O)N2CCCCCC2)cc1
2,-3%,-6%,?,Cc1ccc(OCCCC(=O)N2CCOCC2)cc1
1,-1%,-7%,62,C=CCN(C(=O)CCC(=O)O)C1CC(=O)N(c2ccc(OC)cc2)C1=O (stereo not drawn)
6,-3%,4%,19,COc1ccc(CNC(=O)COc2ccc([N+](=O)[O-])cc2)cc1
11,-3%,3%,-25,COc1ccc(Cc2nnc(SCC(=O)c3ccc(OC)cc3)o2)cc1
12,-4%,-14%,?,CCOC(=O)c1c(C)[nH]c(C=Nc2ccccc2)c1O
0,2%,-6%,-8,CCC(=O)Nc1ccc(SC#N)cc1C
5,-6%,6%,3,Cc1nnc(SC(C)C(=O)Nc2ccc(S(=O)(=O)N3CCCCCC3)cc2)s1 (stereo not drawn)
·,-1%,·,8,COc1ccc(O)c(C2=Nc3ccccc3N=C(c3cccs3)C2)c1

Shown field by field: two of the compounds above
COc1ccc(CNC(=O)COc2ccc([N+](=O)[O-])cc2)cc1
  IMPase inh = 6	ALOX12 inhib = -3%	ALOX15B inhib = 4%	PNC assembly inh = 19

COc1ccc(Cc2nnc(SCC(=O)c3ccc(OC)cc3)o2)cc1
  IMPase inh = 11	ALOX12 inhib = -3%	ALOX15B inhib = 3%	PNC assembly inh = -25

The list goes on:
IMPase inh,ALOX12 inhib,ALOX15B inhib,PNC assembly inh,molecule
?,2%,3%[11.4 µM],?,Cc1nc2cc(NC(=O)NCc3ccco3)ccc2o1
9,-4%,0%,?,Cc1nnc(SCC(=O)N/N=C/c2cn(-c3ccccc3)nc2-c2ccc(F)cc2)n1-c1ccccc1
0,0%,-12%,15,O=C(CCc1ccc(Oc2cc([N+](=O)[O-])cc([N+](=O)[O-])c2)cc1)N1CCCCC1
7,-7%,4%,55,COc1ccc(C(=O)Nc2cccc(-c3nc4ncccc4o3)c2C)cc1
0,?,-17%,14,CCc1cc(C(=O)Cc2cnn(-c3ccccc3)c2)c(O)cc1O
3,1%,-16%,22,CCc1cc2c(=O)nc3n(c2s1)Cc1ccccc1/C3=C(/O)c1ccccc1Cl
-5,-3%,?,24,CC1(C)C(c2cccs2)=NC(c2ccccc2)N1O (stereo not drawn)
2,7%,-3%,-4,CC(=O)OC(C(=O)NCc1ccc(F)cc1)c1ccccn1 (stereo not drawn)
-2,-7%,4%,25,COc1ccc(C(=O)C2CCN(C(=O)c3ccco3)CC2)cc1
7,0%,-1%,?,CC(=O)c1ccc(NC(=O)C2(c3ccccc3)CCOCC2)cc1
·,-2%,·,14,O=C(Cn1cnc2cc([N+](=O)[O-])ccc2c1=O)NC(c1ccccc1)c1ccccc1
?,-20%,?,-19,N#CC1=C2SCN(Cc3ccccc3)CN2C(=O)CC1c1cccs1 (stereo not drawn)
-3,0%,3%,3,CS(=O)(=O)N1CCC(C(=O)NCC2CCCO2)CC1 (stereo not drawn)
2,-1%,-1%,-16,CC1=C(C(=O)OC(C)C)C(/C=C/c2ccccc2)NC(=O)N1 (stereo not drawn)
2,-1%,-3%,?,O=C(NCCCN1CCOCC1)c1coc2ccccc2c1=O
15,5%,4%,-26,Cc1cc(NC(=O)CSc2nnc(C3CC3)n2C)no1
2,-2%,1%,-24,COc1ccccc1S(=O)(=O)Cc1ccc(C(=O)NCc2cccnc2)o1
·,1%,·,-28,CN(C)c1ccc(/C=C/C(=O)c2ccccc2)cc1[N+](=O)[O-]
·,-1%[0.00818 µM],-5%[0.0915 µM],·,CCOC(=O)C1=C(c2ccccc2)c2ccc(OC)cc2N(S(=O)(=O)C(F)(F)F)C1C(=O)OCC (stereo not drawn)
4,1%,-4%,-2,CC(=O)c1cccc(NC(=O)C2CCN(S(=O)(=O)c3c(C)n[nH]c3C)CC2)c1
-1[1.84 µM],-4%,-6%[11.4 µM],-5,Cc1ccc(C2C(C(=O)c3cc4ccccc4o3)=C(O)C(=O)N2CCN2CCOCC2)o1 (stereo not drawn)
7,1%,-1%,19,CCCN(CCC)S(=O)(=O)c1ccc(C(=O)N2CCCc3ccccc32)cc1

A portion of the library. The share of hits here may be higher or lower than overall.
